Screens from PubChem BioAssay.
A-T KAP1 phos – candidate therapy for ataxia-telangiectasia; […] A-T fibroblasts, KAP-1 phosphorylation AlphaLISA; neocarzinostatin DNA damage 30 min before lysis; Potency, µM (titrated, usually from 57.5 µM), inactives show top-dose activation, hits mostly activators; hit rate 0.19% among 320,000; also: potency is read from the fitted curve at half-maximal effect; % of control where 0% means no effect; nearly all actives have a fitted effect of over 45% in size
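hTERT-immortalized A-T patient fibroblasts ([…]), 500 cells/well in OPTI-MEM, 1% FBS, got compounds for 60 min, then NCS for 30 min at 37C. Lysates were then assayed for phospho-KAP-1 by AlphaLISA (anti-pKAP1 donor, anti-KAP1 acceptor beads), 6 hr at 25C.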
ELG1 DNA repair – ELG1-dependent DNA repair inhibition | HEK293T ELG1-luciferase reporter, luminescence, 16 h; DNA damage induced by 5-fluorouridine | Potency, µM (series often up to 46.1 µM), without a hit: at the top dose activity change, negative = inhibition, most hits filed as inhibitors | hit rate 2.3% among 330,000; also: potency is read from the fitted curve at half-maximal effect; % is scaled to controls: 0 for no effect and ±100 for the full control effect; nearly all actives have a fitted effect of over 55% in size
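Cells (2,000 per well) received 5-fluorouridine plus test compound or DMSO and were incubated 16 hr at 37 °C, 5% CO2. Luciferase activity was read by luminescence 30 min after ONE-Glo addition; signal suppression marked inhibition of damage-induced ELG1 function.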
Mito fusion act – inhibitors of mitochondrial division or activators of mitochondrial fusion; S. cerevisiae fusion-defective mutant growth rescue, CellTiterGlo 48 h; Potency, µM (doses to about 46.1 µM), inactives show at the highest dose growth rescue (activation), actives largely listed as activators; hit rate 0.23% among 320,000;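 also: potency is read from the fitted curve at half-maximal effect; % of control where 0% means no effect; nearly all actives have a fitted effect of over 45% in size; temperature-sensitive fusion mutants such as fzo1-1 at 37 °C on non-fermentable ethanol glycerol medium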
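Compounds are tested for their ability to restore growth of mitochondrial fusion-defective yeast strains at non-permissive 37C in YPEG medium over 48 hours. Viability is quantified by luciferase luminescence.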
KCNH2 WT inh – blocks the wildtype human KCNH2 potassium channel; U2OS, BacMam KCNH2, thallium flux FluxOr; active compounds read low; activity change, % at 1.84 µM; AID 720551; Q12809; hit rate 0.37% among 340,000;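 active = maximum activity change below -70%; inconclusive = maximum activity change between -70% and -50%; inactive = maximum activity change above -50%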; also: % is scaled to controls: 0 for no effect and ±100 for the full control effect
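U2OS cells were transduced with wild-type KCNH2 virus (2.03 x 10^8 / mL) for 4 h at room temperature, then cultured overnight at 37 C. Thallium flux was read with FluxOr dye. Rate constants were normalized to DMSO controls.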
KCNH2 3.1 inh – blocks the human KCNH2 3.1 channel isoform; hit rate 0.95% among 340,000; AID 720553; activity change, % (tested at about 1.8 µM); U2OS KCNH2 3.1, thallium flux FluxOr; active compounds read low;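 active = maximum activity change below -70%; inconclusive = maximum activity change from -70% to -50%; inactive = maximum activity change above -50%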;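 also: thallium influx rate constant from kinetic fluorescence after stimulation buffer; % is scaled to controls: 0 for no effect and ±100 for the full control effect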
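FluxOr-based Tl+ influx in U2OS cells transduced with KCNH2 3.1 virus; rate constants normalized to DMSO controls.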
Eya2 phos inh – blocks the phosphatase activity of human Eya2; O00167; recombinant Eya2, OMFP fluorescence dephosphorylation (OMFP is methylfluorescein phosphate); Potency, µM (series often up to 76.9 µM), for the others: at the highest dose activity, negative = inhibition, usual class: inhibitors; hit rate 0.006% among 330,000; AID 488837; also: potency is read from the fitted curve at half-maximal effect; % is scaled to controls: 0 for no effect and ±100 for the full control effect
Target sequence (O00167 whole entry, looked up): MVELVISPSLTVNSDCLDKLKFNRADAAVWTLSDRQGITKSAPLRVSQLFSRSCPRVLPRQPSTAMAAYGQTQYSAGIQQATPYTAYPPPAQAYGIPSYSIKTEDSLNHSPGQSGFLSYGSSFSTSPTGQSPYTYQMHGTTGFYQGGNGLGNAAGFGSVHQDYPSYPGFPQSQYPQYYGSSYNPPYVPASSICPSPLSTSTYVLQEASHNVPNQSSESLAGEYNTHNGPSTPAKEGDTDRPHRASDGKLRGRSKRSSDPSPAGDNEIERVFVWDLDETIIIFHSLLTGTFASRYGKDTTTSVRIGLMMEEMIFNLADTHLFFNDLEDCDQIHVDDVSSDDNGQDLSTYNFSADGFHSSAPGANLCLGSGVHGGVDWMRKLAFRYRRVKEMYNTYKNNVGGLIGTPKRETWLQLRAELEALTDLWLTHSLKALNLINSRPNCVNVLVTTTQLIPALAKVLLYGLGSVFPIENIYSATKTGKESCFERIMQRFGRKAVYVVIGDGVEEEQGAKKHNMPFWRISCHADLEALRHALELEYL
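Eya2 (0.2 uM) preincubated 10 min at ambient with compound, then OMFP substrate added at 50 uM; 10 min reaction in 50 mM HEPES pH 7.5, 50 mM NaCl, 5 uM MgCl2, 0.05% BSA, 1 mM DTT. Fluorescence read at Ex 485/Em 525 nm.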
TCR activator – activators of T cell receptors; primary human leukocytes, anti-CD3, IL-2 HTRF, 48 h; Potency, µM (top dose mostly 9.22 µM), for the others: at the highest dose activation of IL-2 secretion, actives largely listed as activators; 330,000 tested, under 10 active; AID 504894; also: % of control where 0% means no effect
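Using a-CD3 beads without co-stimulation, primary human leukocytes were exposed to compounds for 48 hr. An HTRF IL-2 kit measured the cytokine, with europium-to-d2 energy transfer producing emission at 665nm upon 320nm excitation.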
TRPV1 ag – agonists of human vanilloid receptor 1 (TRPV1). TRPV1-expressing cells, Fluo-8 calcium influx, agonist mode. activation, % at 8.33 µM. AID 540275. hit rate 0.19% among 320,000; in the data active = activation above about 80%; inconclusive = between about 30% and that limit; also: 0% is about no effect
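Cells expressing TRPV1 were dye-loaded with Fluo-8 and read kinetically: 10 s baseline, 3 min after compound (agonist portion), then 2 min after EC20 capsaicin (allosteric enhancer portion). Calcium-bound dye fluorescence at 480/520 nm.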
USP2a block – USP2a (human) protease inhibition | O75604 | USP2 core, Ub-CHOP2 coupled fluorogenic reporter, 485/531 | Potency, µM (doses to about 38.3 µM), inactives show at the top dose activity change, negative = inhibition, most hits filed as inhibitors | hit rate 0.01% among 330,000;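 also: potency is read from the fitted curve at half-maximal effect; plate controls were DMSO wells for no effect and full inhibition by NEM control for full effect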
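Deubiquitinase activity read as fluorescence (485/531 nm) after Ub-CHOP2 cleavage activates the enterokinase reporter on its substrate; USP2 core 10nM, Ub-CHOP2 and substrate 25nM each, 30min compound preincubation then 60min RT; data normalized to NEM, curves fitted.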
TSHR antagonist – blocks TSH signaling through the human TSH receptor | P16473 | TSHR-expressing cells, TSH-stimulated cAMP HTRF, 2 h; active compounds read low | activity change, negative = inhibition, % at 11.5 µM | hit rate 0.2% among 330,000 | AID 504810;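 active = activity change below a set negative limit, meaning inhibition stronger than a set level, cut at about -70% in these data; inconclusive = activity change between two set negative limits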; also: % is scaled to controls: 0 for no effect and ±100 for the full control effect
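TSHR-expressing cells, 200/well, pre-treated with compound, then stimulated with EC80 TSH (4nM final) for 2 hours at 37 deg C. cAMP measured by competitive HTRF: anti-cAMP cryptate antibody in lysis buffer plus cAMP-d2, read after 30 minutes at room temperature.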
The depositor's hits bear a star; [ ] = remark or other dose. Unless noted, calls follow the shape of the dose curve; as a rule, active = well fitted curve in the direction sought with a large enough effect; inconclusive = small, poorly fitted or top-dose-only effect, or another doubt; inactive = no such curve, though single readings can be large; an effect the other way counts as inactive or inconclusive.

How did CCOc1ccc2nc(NC(=O)CSc3nc4c(c(=O)n(C)c(=O)n4C)n3CC)sc2c1 do in these assays?
A-T KAP1 phos: -1%; ELG1 DNA repair: 0%; Mito fusion act: -4%; KCNH2 WT inh: -11; KCNH2 3.1 inh: 6; Eya2 phos inh: 15%; TRPV1 ag: -1; USP2a block: inconclusive; TSHR antagonist: -6

How did COc1ccc(-n2c(=S)[nH]c3cc(C(=O)NCCCN4CCOCC4)ccc3c2=O)cc1 do in these assays?
A-T KAP1 phos: 4%; ELG1 DNA repair: 17%; Mito fusion act: -5%; KCNH2 WT inh: 10; KCNH2 3.1 inh: 3; Eya2 phos inh: -4%; TCR activator: 8%; TRPV1 ag: -1; USP2a block: 0%; TSHR antagonist: 0

What do the screens show for `O=C(NNC(=O)c1cc2cc3ccccc3nc2s1)c1ccc(F)cc1`?
A-T KAP1 phos: 3%; ELG1 DNA repair: inconclusive; Mito fusion act: 5%; KCNH2 WT inh: 1; KCNH2 3.1 inh: 6; Eya2 phos inh: 1%; TCR activator: -7%; TRPV1 ag: 1; USP2a block: -5%; TSHR antagonist: 2

What do the screens show for `O=C(c1ccccc1)c1ccc(OC(=O)N2CCOCC2)cc1`?
A-T KAP1 phos: 8%; ELG1 DNA repair: 14%; Mito fusion act: 9%; KCNH2 WT inh: -3; KCNH2 3.1 inh: 14; Eya2 phos inh: 0%; TCR activator: 2%; TRPV1 ag: 2; USP2a block: -5%; TSHR antagonist: -4

How did O=C(CCCSc1nc2ccccc2s1)NC1=NCCS1 do in these assays?
A-T KAP1 phos: -2%; ELG1 DNA repair: 14%; Mito fusion act: 3%; KCNH2 WT inh: 3; KCNH2 3.1 inh: -2; Eya2 phos inh: -4%; TCR activator: 5%; TRPV1 ag: -2; USP2a block: -1%; TSHR antagonist: 6

Results for COc1cc(C(=S)NC2CCCCC2)ccc1O ?
A-T KAP1 phos: -3%; ELG1 DNA repair: 10%; Mito fusion act: 0%; KCNH2 WT inh: -2; KCNH2 3.1 inh: -27; Eya2 phos inh: 6%; TCR activator: 0%; TRPV1 ag: 0; USP2a block: 2%; TSHR antagonist: -5

Results for O=C(NCc1nc2ccccc2[nH]1)c1cccc(S(=O)(=O)N2CCCC2)c1 ?
ELG1 DNA repair: -10%; Mito fusion act: -1%; KCNH2 WT inh: 3; KCNH2 3.1 inh: 13; Eya2 phos inh: 22%; TCR activator: 2%; TRPV1 ag: -4; USP2a block: 6%; TSHR antagonist: 2

What do the screens show for `COC(=O)CSc1nnc(-c2ccco2)o1`?
A-T KAP1 phos: 2%; ELG1 DNA repair: inconclusive; Mito fusion act: -10%; KCNH2 WT inh: 21; KCNH2 3.1 inh: 14; Eya2 phos inh: -6%; TCR activator: -6%; TRPV1 ag: 2; USP2a block: 0%; TSHR antagonist: -2

Results for COc1cc([C@H]2[C@@H]3CCCC[C@]3(O)CCN2CC(=O)Nc2ccc(C)cc2)ccc1O ?
A-T KAP1 phos: 3%; ELG1 DNA repair: -1%; Mito fusion act: -6%; KCNH2 WT inh: 0; KCNH2 3.1 inh: 2; Eya2 phos inh: -6%; TCR activator: 5%; TRPV1 ag: 4; USP2a block: -1%; TSHR antagonist: -3

Results for Cc1nc(Nc2cc(F)ccc2C)c2nnn(Cc3ccccc3)c2n1 ?
A-T KAP1 phos: -2%; ELG1 DNA repair: inconclusive; Mito fusion act: -2%; KCNH2 WT inh: 0; KCNH2 3.1 inh: -2; Eya2 phos inh: -6%; TCR activator: -1%; TRPV1 ag: 17; USP2a block: -9%; TSHR antagonist: -3

Results for CCOC(=O)c1[nH]c(C)c(CCC(=O)OC)c1C ?
A-T KAP1 phos: -8%; ELG1 DNA repair: inconclusive; Mito fusion act: 3%; KCNH2 WT inh: 7; KCNH2 3.1 inh: -2; Eya2 phos inh: 1%; TCR activator: -4%; TRPV1 ag: 22; USP2a block: 0%; TSHR antagonist: 17

Results for Cc1ccc(C(=O)N2CCC(C(=O)NC3CCCC3)CC2)cc1 ?
A-T KAP1 phos: -8%; ELG1 DNA repair: -3%; Mito fusion act: -5%; KCNH2 WT inh: 6; KCNH2 3.1 inh: 4; Eya2 phos inh: 18%; TCR activator: -4%; TRPV1 ag: -3; USP2a block: 1%; TSHR antagonist: 3

What do the screens show for `COc1ccc(NC(=O)CSc2nc3c(cc2C#N)CN(C)CC3)cc1`?
Mito fusion act: -3%; KCNH2 WT inh: -2; KCNH2 3.1 inh: 5; TCR activator: 8%; TRPV1 ag: -2

How did CCc1ccc(CCC(=O)Nc2ncc(Cc3ccccc3Cl)s2)o1 do in these assays?
A-T KAP1 phos: 6%; ELG1 DNA repair: 1%; Mito fusion act: 1%; KCNH2 WT inh: -15; KCNH2 3.1 inh: -23; Eya2 phos inh: -5%; TCR activator: -4%[46.1 µM]; TRPV1 ag: 2; USP2a block: 1%; TSHR antagonist: 4

What do the screens show for `COc1ccc(NC(=O)c2ccc(NS(=O)(=O)c3cccc4cccnc34)cc2)cc1`?
A-T KAP1 phos: 10%; ELG1 DNA repair: 9%; Mito fusion act: 1%; KCNH2 WT inh: -1; KCNH2 3.1 inh: -1; Eya2 phos inh: 10%; TCR activator: 0%; TRPV1 ag: 8; USP2a block: -2%; TSHR antagonist: -42

Results for CC12CCC(C(=O)N(CCC#N)CCC#N)(CC1=O)C2(C)C (stereo not drawn) ?
ELG1 DNA repair: 0%; Mito fusion act: -5%; KCNH2 WT inh: -7; KCNH2 3.1 inh: 8; Eya2 phos inh: -6%; TRPV1 ag: -2; USP2a block: 2%; TSHR antagonist: 12

What do the screens show for `CCC(O)C1CCN(Cc2cn(Cc3ccccc3)nc2-c2cc3ccccc3o2)CC1` (stereo not drawn)?
A-T KAP1 phos: -2%; ELG1 DNA repair: inconclusive; Mito fusion act: -11%; KCNH2 WT inh: -3; KCNH2 3.1 inh: -46; Eya2 phos inh: -3%; TCR activator: -1%; TRPV1 ag: 2; USP2a block: 0%; TSHR antagonist: 9

How did Cc1ccc(C2C3=C(CC(C)(C)CC3=O)N(CCN3CCOCC3)C3=C2C(=O)CC(C)(C)C3)cc1 do in these assays?
A-T KAP1 phos: 11%; ELG1 DNA repair: -1%; Mito fusion act: -2%; KCNH2 WT inh: -17; KCNH2 3.1 inh: -7; Eya2 phos inh: 4%; TCR activator: 1%; TRPV1 ag: 8; USP2a block: 1%; TSHR antagonist: 0

What do the screens show for `CCCCc1ccc(NC(=O)N[C@@H](CC(C)C)C(=O)O)cc1`?
A-T KAP1 phos: 12%; ELG1 DNA repair: -4%; Mito fusion act: 3%; KCNH2 WT inh: -29; KCNH2 3.1 inh: 21; Eya2 phos inh: inconclusive; TCR activator: -3%; TRPV1 ag: 3; USP2a block: 1%; TSHR antagonist: -33

Results for Cc1ccc(-n2c(SCC(N)=O)nc3c(oc4ccccc43)c2=O)cc1 ?
A-T KAP1 phos: 16%; ELG1 DNA repair: 1%; Mito fusion act: 11%; KCNH2 WT inh: 18; KCNH2 3.1 inh: -25; Eya2 phos inh: 6%; TCR activator: -2%; TRPV1 ag: -3; USP2a block: 1%; TSHR antagonist: -14

What do the screens show for `Cc1ccc(S(=O)(=O)N2CCN(C(=O)CN3C(=O)c4ccc([N+](=O)[O-])cc4C3=O)CC2)c(C)c1`?
A-T KAP1 phos: -3%; ELG1 DNA repair: -1%; Mito fusion act: -1%; KCNH2 WT inh: 10; KCNH2 3.1 inh: 7; Eya2 phos inh: 6%; TCR activator: 0%; TRPV1 ag: -1; USP2a block: 2%; TSHR antagonist: -3

Results for O=C(Nc1ncc2c(n1)-c1ccccc1CC2)C1CC1 ?
A-T KAP1 phos: 2%; ELG1 DNA repair: -1%; Mito fusion act: -6%; KCNH2 WT inh: 1; KCNH2 3.1 inh: 20; Eya2 phos inh: -2%; TCR activator: 6%; TRPV1 ag: 2; USP2a block: 0%; TSHR antagonist: -3

Results for COc1ccc2c(c1)C(=O)[C@@H](O)[C@H](c1ccc(OC)c(Br)c1)O2 ?
A-T KAP1 phos: 13%; ELG1 DNA repair: inconclusive; Mito fusion act: 3%; KCNH2 WT inh: 2; KCNH2 3.1 inh: 4; Eya2 phos inh: -3%; TCR activator: -4%; TRPV1 ag: 3; USP2a block: 3%; TSHR antagonist: -8

The list is partial; count on the stated rates, not on these rows.
